Assay outcomes: PubChem BioAssay, several laboratories
Neddylation inh: cullin neddylation inhibition | P61081+Q13564 | TR-FRET cullin neddylation, biochemical | calls only at 25 µM | actives 0.58% (n = 360,000) | AID 651699; in the data active = inhibition above about 36%
Tb MetRS inh: Trypanosoma brucei MetRS inhibition | purified T. brucei MetRS, ATP depletion, Kinase-Glo luminescence | inhibition, % at 11.9 µM | actives 0.4% (n = 360,000);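 active = inhibition above a per-plate cutoff of the control wells' mean inhibition plus 3 SD, cut at about 5.5% in these data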;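 note: 0% = DMSO wells median and 100% = median of wells with control inhibitor compound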
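Material: parasite MetRS enzyme / Replication: singlicate, one well per compound / Signal: luminescence of leftover ATP / Schedule: 2 h aminoacylation at 25 °C after 15 min preincubation / Medium: HEPES-MgCl2-KCl buffer plus DTT, spermine, BSA, pyrophosphatase / Doses: 11.9 µM single point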
SKN-1 block: blocks SKN-1 activity in C. elegans. C. elegans VP596 Pgst-4::GFP/RFP ratio, acrylamide-induced, 24 h. actives 0.49% (n = 360,000). inhibition, % at 21.8 µM. AID 624304;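 active = interference check ratio from 0.5 to 1.5 plus GFP to RFP signal ratio inhibition reaching or exceeding a fixed threshold, cut at about 30% in these data, passing the limit was not always enough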; note: some compounds called inactive have numbers as strong as hits
CendR NRP1 mod: NRP-1/CendR interaction modulation; O14786; FAM-RPARPAR peptide binding to NRP-1, fluorescence polarization; inhibition, % at 25 µM; actives 0.85% (n = 360,000); AID 602438;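 active = inhibition or corrected inhibition above about 18%, plus a signal ratio from 0.5 to 1.5, limit read from the data, passing the limit was not always enough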; note: strong numbers were not always called active
LMPTP block: blocks human LMPTP phosphatase. recombinant LMPTP-A, OMFP fluorogenic substrate, fluorescence intensity. AID 651560. P24666. actives 0.22% (n = 360,000). inhibition, % at 20 µM;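 active = compounds that cut the enzyme signal by at least half of the control window in the single-dose screen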;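 note: plate controls were DMSO wells with enzyme plus substrate for no effect and substrate without enzyme for full effect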
Target sequence (P24666 whole entry, looked up): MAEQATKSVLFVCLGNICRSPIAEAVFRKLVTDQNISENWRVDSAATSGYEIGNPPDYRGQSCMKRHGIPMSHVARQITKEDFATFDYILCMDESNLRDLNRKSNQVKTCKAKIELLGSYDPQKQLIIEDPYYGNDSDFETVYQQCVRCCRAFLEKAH
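Material: LMPTP-A; amount: 0.625 nM enzyme; doses: single 20 µM dose; times: reaction 50 min, room temperature, dark; technique: fluorescence intensity of OMFP turnover product; benchmarks: no-enzyme and uninhibited controls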
NadD inh: inhibitors of Staphylococcus aureus NadD; AID 602399; inhibition, % at 20 µM; purified NadD enzyme, colorimetric absorbance read-out; actives 0.78% (n = 360,000); in the data active = inhibition above about 26%; note: some compounds past the cut are filed as inactive
SUMO1 PPI mod: alters human SUMO1 binding to SIM partners; AID 602429; inhibition, % at 20 µM; actives 0.33% (n = 360,000); P63165; SUMO1 binding to a labelled peptide, TR-FRET, 1 h; in the data active = inhibition above about 37%
STEP inh: STEP (human) phosphatase inhibition. P54829. actives 0.25% (n = 360,000). recombinant STEP, OMFP fluorogenic substrate, fluorescence. inhibition, % at 20 µM;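 active = inhibition at 20 µM, scaled per plate between control wells, above about 37%, limit read from the data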;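 note: 0% = DMSO with enzyme and substrate and 100% = substrate only without enzyme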
Target sequence (P54829 whole entry, looked up): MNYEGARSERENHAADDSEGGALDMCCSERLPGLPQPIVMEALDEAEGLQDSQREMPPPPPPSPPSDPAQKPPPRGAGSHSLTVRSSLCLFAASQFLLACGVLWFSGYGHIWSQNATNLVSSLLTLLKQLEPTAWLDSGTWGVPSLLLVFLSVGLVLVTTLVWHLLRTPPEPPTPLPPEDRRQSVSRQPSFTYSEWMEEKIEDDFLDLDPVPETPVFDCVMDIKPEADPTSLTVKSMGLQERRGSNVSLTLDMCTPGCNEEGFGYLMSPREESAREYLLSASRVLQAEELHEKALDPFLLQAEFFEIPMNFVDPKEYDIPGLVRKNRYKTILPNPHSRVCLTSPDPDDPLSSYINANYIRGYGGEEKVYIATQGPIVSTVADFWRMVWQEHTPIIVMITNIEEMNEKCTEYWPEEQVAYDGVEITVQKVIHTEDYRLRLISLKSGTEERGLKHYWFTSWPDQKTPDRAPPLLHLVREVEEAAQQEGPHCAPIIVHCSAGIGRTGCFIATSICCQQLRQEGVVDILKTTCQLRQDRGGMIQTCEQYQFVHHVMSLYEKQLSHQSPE
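Measure: Control-normalized % inhibition with plate pattern correction | Test system: STEP phosphatase, cell-free reaction | Medium: pH 6.0 Bis-Tris with DTT and Tween 20 | Technique: Fluorescence, 480/540 nm | Times: Reaction 20 min, ambient temperature | Doses: Single compound dose of 20 µM, 1% DMSO final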
Scp-1 inhibitor: Scp-1 (human) phosphatase inhibition; actives 0.88% (n = 340,000); Recombinant Scp1, phosphopeptide, malachite green phosphate absorbance; inhibition, % at 20 µM;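 active = inhibition above about 50% at 20 µM, limit read from the data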;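 note: plate controls were DMSO wells with enzyme for no effect and wells lacking enzyme for full effect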
Target sequence (Q9GZU7 76-261 limits assumed): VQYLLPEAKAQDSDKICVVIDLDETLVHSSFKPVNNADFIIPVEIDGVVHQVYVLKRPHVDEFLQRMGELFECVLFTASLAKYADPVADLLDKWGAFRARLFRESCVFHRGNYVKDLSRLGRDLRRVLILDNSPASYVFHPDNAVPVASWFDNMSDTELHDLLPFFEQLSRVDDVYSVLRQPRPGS
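Assay system: SCP-1 catalytic fragment, aa 76-261 | Buffer or medium: Tris acetate buffer pH 5.5 with MgCl2 and Tween-20 | Compound: One concentration, 20 µM, with 1.0% DMSO | Also added: Phospho 17-mer peptide substrate | Signal: Absorbance at 630 nm | Incubation: 45 min enzyme reaction at room temperature | Measure: % inhibition of SCP-1 phosphate liberation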
DNMT1 block: blocks human DNA methyltransferase DNMT1. inhibition (reported as % activation of signal), % at 10 µM. P26358. DNMT1 molecular beacon, Hinp1I cleavage, fluorescence. actives 0.83% (n = 360,000); in the data active = inhibition above about 50%
Active calls of the source: *; i = inactive; . = not tested or not shown.

smiles	Scp-1 inhibitor	SKN-1 block	Neddylation inh	Tb MetRS inh	NadD inh	SUMO1 PPI mod	STEP inh	LMPTP block	DNMT1 block	CendR NRP1 mod
COc1ccc(C2CC3(CC(C)(C)NC(SC)=N3)Oc3cc(O)cc(C)c32)cc1 (centres undefined)	12	1	i	-0.3	5	-1	0	0.0	-10	2
Cc1cc(C)c(C#N)c(N2CCN(S(=O)(=O)Cc3ccccc3)CC2)n1	0	-11	i	-0.2	-3	3	0	0.3	2	9
Cc1cc(C(=O)COC(=O)c2ccccc2O)c(C)n1CC1CCCO1 (centres undefined)	-10	-6	i	-0.4	-5	0	1	-0.4	-1	20
O=C(Nc1ccc(Cl)cc1)N(Cc1nnc2n1CCCCC2)c1ccccc1	1	7	i	-0.8	1	0	-1	-1.1	5	-3
COc1cccc(Cn2cnc3c(sc4nc(C)cc(C)c43)c2=O)c1	2	5	i	-0.1	2	13	2	3.0	-2	2
CC(C)Oc1ccc(C(=O)Nc2ccc(C(F)(F)F)n(C)c2=O)cc1	-4	6	i	-0.2	-2	1	0	-2.6	3	-2
CC(=O)Nc1ccc(-c2cc(C(=O)O)c3cc4ccccc4cc3n2)cc1	.	13	.	-0.2	-4	-2	-3	-0.5	-7	1
COc1cc(OC)cc(C(=O)N2CCN(C(=O)c3cccs3)CC2)c1	-3	6	i	-0.5	2	3	-3	0.2	-1	11
CN1CCN(NC(=O)C2CC2)CC1	-2	9	i	-0.1	6	1	1	-3.4	-3	-14
O=C1CCCN1CCC1CCN(C2CC(=O)N(c3ccc(Cl)cc3)C2=O)CC1 (centres undefined)	-4	9	i	-0.8	2	2	-1	-1.3	0	1
O=C(OCC(=O)N1CCCC1=O)c1nc(Cl)ccc1Cl	-2	-13	i	-0.4	-2	-2	1	-0.2	3	7
CCC(C)NC(=O)/C(=C/c1ccco1)c1ccccc1 (centres undefined)	-12	-11	i	-0.1	-3	2	-8	1.8	3	-35
O=C(c1ccc(Cl)c(S(=O)(=O)N2CCCC2)c1)N1CCCC(C(F)(F)F)C1 (centres undefined)	-6	16	i	0.0	-5	0	3	-0.7	1	6
O=c1oc2ccccc2n1Cc1cccc(Cl)c1	-11	-9	i	-0.1	-4	5	-4	1.0	1	5
CCOc1ccc(CN2CCN(CC3CC3)CC2CCO)cc1 (centres undefined)	-9	14	i	-0.8	10	-5	2	-0.7	1	-3
CC(C)(C)C(=O)N1CCC(O)(CS(=O)(=O)Cc2ccccc2Cl)CC1	-2	-8	i	-0.9	2	2	-2	-0.5	2	-3
O=C(Nc1cccc(N2C(=O)C3CCCCC3C2=O)c1)c1ccccc1 (centres undefined)	-5	-6	i	-0.4	-6	6	-3	0.4	3	5
COc1ccc(-n2nc3c(c2NC(=O)C(C)C)CSC3)cc1	3	-3	i	-0.2	-6	-2	1	-1.6	3	-5
Cc1c(C=O)c(Cl)n(C)c(=O)c1C#N	-8	12	i	0.5	2	0	1	2.6	-9	-32
O=C(NCc1ccncc1)c1cc(F)c(F)cc1Cl	4	-10	i	-1.0	-6	-3	0	-1.1	5	0
CN1C=CC=C/C1=C1\SC(=S)N(CC(=O)O)C1=O	-4	16	i	-0.8	3	-13	3	0.8	-4	16
CC(C)(CCl)C(=O)Nc1ccnc(-c2ccncc2)n1	-4	4	i	0.2	4	5	0	-1.5	1	13
NC(=O)CSc1cn(Cc2cccc(F)c2)c2ccccc12	-2	-2	i	-0.6	-9	-3	-2	0.3	-3	-6
COc1ccc(/C=C(\C#N)c2nc3ccccc3[nH]2)cc1O	-10	17	i	1.5	2	-20	1	3.3	-2	4

Arranged by count of non-hydrogen atoms (largest number first): part of the list above
smiles	Scp-1 inhibitor	SKN-1 block	Neddylation inh	Tb MetRS inh	NadD inh	SUMO1 PPI mod	STEP inh	LMPTP block	DNMT1 block	CendR NRP1 mod
NC(=O)CSc1cn(Cc2cccc(F)c2)c2ccccc12	-2	-2	i	-0.6	-9	-3	-2	0.3	-3	-6
O=C(NCc1ccncc1)c1cc(F)c(F)cc1Cl	4	-10	i	-1.0	-6	-3	0	-1.1	5	0
CN1C=CC=C/C1=C1\SC(=S)N(CC(=O)O)C1=O	-4	16	i	-0.8	3	-13	3	0.8	-4	16

New compounds follow.
smiles	Scp-1 inhibitor	SKN-1 block	Neddylation inh	Tb MetRS inh	NadD inh	SUMO1 PPI mod	STEP inh	LMPTP block	DNMT1 block	CendR NRP1 mod
O=C(Nc1scc(-c2ccc(Br)cc2)c1C(=O)O)c1ccccc1F	-9	9	i	-0.1	3	23	10	0.1	0	-23
CC1(C)C(=O)NC(=O)N1Cc1ccccc1	-3	11	i	-0.3	-4	-4	-2	-5.9	-1	7
COCC1CCN(C(=O)c2ccc3oc(CCc4ccccc4)nc3c2)C1 (centres undefined)	.	17	i	-0.1	-5	14	-1	-1.6	2	-7
O=C(NCc1ccccn1)c1cccc(S(=O)(=O)NCc2ccccc2)c1	-8	6	i	-0.4	4	-21	-1	-10	2	0
CN(C)c1ccc(/C=N/N(CCC#N)C2=NS(=O)(=O)c3ccccc32)cc1	-2	35	i	-0.6	1	6	-6	-0.2	-1	-74
CCOC(=O)c1c(OCCO)nn(-c2ccccc2)c1N	-6	-7	i	0.4	1	-2	-2	-0.1	1	9
COP(=O)(OC)C(Nc1ccc(C)cc1)c1ccc([N+](=O)[O-])cc1 (centres undefined)	-4	9	i	-0.6	-4	-16	0	-0.7	1	-3
Cc1ccc(C(=O)n2ncn(C)c2=S)cc1	1	2	i	-1.0	-4	3	-3	-0.9	2	10
COc1ccc(CN2C3CCCC2CC(NC(=O)c2cccc(F)c2)C3)cc1 (centres undefined)	-4	-5	i	0.3	0	-2	1	1.0	-1	-3
CCN(CC)CCNCc1ccc(OCc2ccc(Cl)nc2)c(OC)c1	-5	-5	i	0.1	3	-3	-2	-2.8	0	-9
Cc1[nH]c2ccccc2c1C(=O)CSc1nnc(C2CC2)o1	-10	11	i	-0.3	-5	-2	-4	-1.0	-2	-4
O=C(NC1CCSC1=O)c1cccc(C(=O)NC2CCSC2=O)c1 (centres undefined)	95*	16	i	-0.5	11	1	0	8.3	3	-4
CNc1nc(NN)nc(Nc2ccccc2)n1	-4	-17	i	-0.2	-3	-2	3	1.0	-3	-3
CCCC12CN(C(=O)c3ccc([N+](=O)[O-])cc3)CC(C)(CN(C(=O)c3ccc([N+](=O)[O-])cc3)C1)C2=O	7	15	i	0.3	-4	-27	1	-0.8	2	6
Cc1ccccc1OCC(=O)N/N=C/C=C/c1ccccc1	-9	12	i	-0.6	-5	-2	-1	0.5	0	-1
CC1CC(C)CN(C(=O)CCNC(=O)Cn2ccc3ccccc3c2=O)C1 (centres undefined)	-6	-2	i	-0.7	-2	4	-3	-0.9	2	7
O=C(O)c1ccc(CN2C[C@@H](CO)O[C@@H](n3cnc4c(NCc5ccco5)ncnc43)C2)cc1	.	1	i	-0.2	-2	7	0	1.0	-1	-1
O=C(COC(=O)C1CCCC1)Nc1ncc(Cl)cc1Cl	19	22	i	-0.5	2	13	0	0.0	9	-14
CN(C)/C=N/c1sc2c(c1C#N)CC(C)(C)NC2(C)C	-7	8	i	-1.1	-2	-4	-6	-0.6	2	4
COc1ccc(/C=C/C(=O)c2ccc(NS(=O)(=O)c3ccc(C)cc3)cc2)cc1O	-8	13	i	-0.3	9	8	-4	4.9	-9	-5
O=S(=O)(c1ccc(OCc2ccc(Br)cc2)cc1)N1CCOCC1	-9	11	i	-0.5	-5	12	6	1.2	2	-4
Cc1cc(C)nc(SCc2cc(=O)c(OC(=O)c3cc([N+](=O)[O-])ccc3Cl)co2)n1	6	9	i	-1.1	-2	-11	3	0.7	23	-7
CC(CNC(=O)CN1C(=O)C(=O)N(C2CCCC2)C1=O)c1ccccc1 (centres undefined)	8	-9	i	-0.5	-6	-2	0	0.1	-2	-4
Cc1ccccc1CC(=O)Nc1ccc(S(=O)(=O)N2CCOCC2)cc1	-8	17	i	-0.2	-6	6	-2	1.0	-3	-9
COc1cc2c(cc1OC)CN(C(=O)CN1C(=O)NC3(CCC(C)CC3)C1=O)CC2 (centres undefined)	6	-6	i	-0.3	7	-3	-4	-0.2	2	-3
CC(C)(C)OC(=O)C[C@@H]1C/C=C\C[C@@H](CC(=O)N[C@H](CO)Cc2ccccc2)C(=O)NC[C@H](c2ccccc2)OC1=O	0	8	i	-0.4	1	-1	-1	1.6	0	14
COc1cc(OC)cc(C(=O)NCC(=O)OCC(=O)Nc2cc(S(C)(=O)=O)ccc2Cl)c1	-6	-11	i	0.2	-4	17	-3	-1.6	15	-9
COc1ccc(N2CCN(c3cc(C(=O)NC4CCCCC4)ncn3)CC2)cc1OC	.	22	i	-0.2	-1	0	-1	-1.6	-2	0
CCCCCCCCCC(=O)N1CCN(c2cc3c(cc2F)c(=O)c(C(=O)O)cn3CC)CC1	-4	8	i	-0.4	-2	-2	3	17	5	11
COc1cccc(NC(=O)c2ccc(C(=O)c3ccccc3)o2)c1	-12	6	i	0.1	-5	-23	0	0.8	-2	-6
CCN(CC)c1ccc(N2C(=O)CSC2=S)cc1	-7	8	i	0.0	7	-10	4	8.1	-8	-9
CCOC(=O)c1c(C)[nH]c(C)c1C(=O)CSc1nnc(-c2cc(OC)c(OC)c(OC)c2)o1	-5	-30	i	-0.5	-3	4	-2	-1.5	0	10

An unsorted share of the library; 4.6% or so of the library scored in one or more.
